Source: PubChem BioAssay
PfGluPho inh: PfG6PD (Plasmodium falciparum) enzyme inhibition; hit rate 0.78% among 350,000; PfGluPho enzyme, NADPH resazurin-diaphorase fluorescence; AID 504690; inhibition, % at 20 µM;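 active = inhibition reaching at least a set limit at 20 µM in the primary screen, cut at about 59% in these data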;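 also: 0% = DMSO wells with substrate and 100% = DMSO wells lacking glucose-6-phosphate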
mIAP inh: blocks mouse intestinal alkaline phosphatase. purified mouse IAP, CDP-Star luminescence, 30 min. inhibition, % at 10 µM. hit rate 0.2% among 330,000. AID 2806;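 active = inhibition of at least 40% at 10 µM in the primary screen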;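 also: plate controls were DMSO with enzyme for no effect and no enzyme wells for full effect; values of inactives mirror those of a sister screen read the other way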
hIAP inh: blocks human intestinal alkaline phosphatase; hit rate 0.12% among 330,000; inhibition, % at 10 µM; P09923; purified IAP, CDP-Star luminescence, 30 min; AID 2544;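 active = inhibition reaching a set limit with compound at 10 µM in the primary screen, cut at about 35% in these data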;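 also: plate controls were DMSO wells with enzyme for no effect and no-enzyme buffer wells for full effect; values of inactives mirror those of a sister screen read the other way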
Target sequence (P09923 whole entry, looked up): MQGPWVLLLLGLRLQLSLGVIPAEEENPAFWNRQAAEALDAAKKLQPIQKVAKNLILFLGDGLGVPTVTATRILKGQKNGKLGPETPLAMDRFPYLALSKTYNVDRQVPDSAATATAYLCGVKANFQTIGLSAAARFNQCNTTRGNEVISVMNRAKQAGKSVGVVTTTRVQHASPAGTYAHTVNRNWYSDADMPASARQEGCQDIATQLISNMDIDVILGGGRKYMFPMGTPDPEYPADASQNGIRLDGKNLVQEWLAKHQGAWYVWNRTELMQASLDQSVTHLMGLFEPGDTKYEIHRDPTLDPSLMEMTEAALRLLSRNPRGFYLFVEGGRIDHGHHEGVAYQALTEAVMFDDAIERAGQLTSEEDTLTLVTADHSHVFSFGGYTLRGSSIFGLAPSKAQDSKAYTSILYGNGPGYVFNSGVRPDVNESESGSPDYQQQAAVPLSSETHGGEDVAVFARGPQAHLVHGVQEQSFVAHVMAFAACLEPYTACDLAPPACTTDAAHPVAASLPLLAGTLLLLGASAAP
hIAP act: increases human intestinal alkaline phosphatase activity | AID 2524 | hit rate 0.16% among 330,000 | purified human IAP, CDP-Star luminescence, 30 min; active compounds read high; 1 = vehicle-only enzyme, 0 = enzyme-free background | activation factor at 10 µM;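 active = activation factor of the enzyme at least 2-fold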; also: the source names both 10 and 20 µM as test concentration; values of inactives mirror those of a sister screen read the other way
HKDC1 inhibitor: blocks human hexokinase HKDC1 activity; hit rate 0.16% among 340,000; recombinant HKDC1, G6PDH/diaphorase resazurin coupled fluorescence; inhibition, % at 20 µM; AID 493160; Q2TB90;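 active = inhibition above about 35% when tested at 20 µM, limit read from the data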;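 also: plate controls were DMSO wells with enzyme for no effect and DMSO wells lacking enzyme for full effect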
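Material – in-house recombinant HK5 (HKDC1) enzyme · Quantity – HKDC1 at 5 µg/mL · Buffer or medium – pH 8.0 Tris buffer with 10 mM MgCl2 · Reagent – glucose with 1 mM ATP · Dosing – single 20 µM dose · Times – reaction time 90 min, room temperature, protected from light · Technique – resorufin fluorescence at 613 nm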
ATG4B inhibitor: ATG4B (human) cysteine protease inhibition; Q9Y4P1; ATG4B cleavage of LC3-PLA2, NBD-HPC fluorescence, 1 h; inhibition, % at 8.33 µM; hit rate 0.51% among 340,000; in the data active = inhibition above about 40%
mIAP activ: mouse IAP activation; AID 2805; activation factor at 10 µM; hit rate 0.24% among 330,000; muIAP, CDP-Star luminescence, 30 min; active compounds read high; 1 = vehicle-only enzyme signal, 0 = enzyme-free wells;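 active = activation factor of at least 2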; also: the source names both 10 and 20 µM as test concentration; values of inactives mirror those of a sister screen read the other way
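Assay system: mouse IAP enzyme / Compound: DMSO-dissolved test compounds / Timing: 30 min, room temperature / Measured by: luminescence from enzymatic CDP-Star hydrolysis / Control set: DMSO-only wells, enzyme-free buffer wells as negative control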
APOBEC3A inh: inhibitors of human APOBEC3A DNA deaminase | inhibition, % at 20 µM | recombinant A3A, FAM/TAMRA ssDNA deamination fluorescence | hit rate 0.41% among 330,000 | P31941 | AID 493011;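 active = at least 40% inhibition at 20 µM here, with at most 30% in a related deaminase screen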;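 also: plate controls were A3A with DMSO for no effect and wells lacking A3A enzyme for full effect; some results filed as inactive read as strong as hits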
Target sequence (P31941 whole entry, looked up): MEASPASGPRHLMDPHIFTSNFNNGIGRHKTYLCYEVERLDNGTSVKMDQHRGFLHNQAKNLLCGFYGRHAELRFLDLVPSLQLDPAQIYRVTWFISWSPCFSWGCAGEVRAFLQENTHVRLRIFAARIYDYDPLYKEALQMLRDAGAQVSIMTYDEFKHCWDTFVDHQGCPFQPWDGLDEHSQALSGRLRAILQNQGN
An asterisk follows results filed as active; / = not tested or not shown.

SMILES | PfGluPho inh | mIAP inh | hIAP inh | hIAP act | HKDC1 inhibitor | ATG4B inhibitor | mIAP activ | APOBEC3A inh
CN(Cc1ccccc1)S(=O)(=O)c1ccc2[nH]cc(C(=O)NCC3CCCO3)c(=O)c2c1 (stereo not given) | -20 | -6 | 0 | 0.99 | 14 | 17 | 1.1 | 8
CSc1nc(N)nc(SC2C=CCCC2)c1C#N (stereo not given) | 6 | 7 | 12 | 0.88 | 3 | -10 | 0.93 | -5
Cc1csc(NC(=O)CSc2ncnc3ccccc23)n1 | 22 | 4 | 4 | 0.96 | -1 | -7 | 0.96 | -2
CC(C)n1cc(CN2CCC(n3nccc3NC(=O)Cc3ccccc3)CC2)cn1 | -2 | -24 | -36 | 1.4 | 7 | -1 | 1.2 | 4
COCCn1c(SCC(=O)NCc2ccc3c(c2)OCO3)nnc1C(C)C | -2 | -3 | -5 | 1.1 | 3 | -3 | 1 | 1
Cc1ccc(C(=O)N/C(=C\c2cccs2)C(=O)NCCCN2CCOCC2)cc1 | 0 | 7 | 17 | 0.83 | -7 | -5 | 0.93 | -3
CCN(CCCNC(=O)CSc1cc(=O)n(C)c2cc(Cl)ccc12)Cc1ccccc1 | 6 | 3 | -15 | 1.2 | -7 | -11 | 0.97 | -6
COC(=O)Nc1ccc2c(c1)N(C(=O)CCN1CCOCC1)c1ccccc1S2 | -16 | -11 | -5 | 1.1 | -3 | -8 | 1.1 | -5
O=C(CSc1n[nH]c(-c2ccccc2)n1)Nc1ccc(F)cc1F | -14 | 1 | 7 | 0.93 | -5 | 15 | 0.99 | -3
COc1cccc(/C=N/NC(=O)C(=O)N2CCCCCC2)c1O | -26 | -4 | -42 | 1.4 | -16 | -8 | 1 | -2
Cc1ccc(S(=O)(=O)N2CCOCC2)cc1NC(=O)CNCc1ccc(Cl)cc1Cl | 8 | -13 | 11 | 0.89 | -7 | -17 | 1.1 | 2
Cc1c(C(=O)CN2CCSCC2)c2ccccc2n1C | -1 | 17 | 3 | 0.97 | -2 | -13 | 0.83 | 1
COc1ccc(-c2c(C)cc3oc(=O)cc(-c4ccccc4)c3c2C)cc1 | -7 | 8 | / | / | -1 | 3 | 0.92 | 3
COc1ccc(C(=O)NNC(=S)NC(=O)c2ccccc2)cc1 | -3 | 21 | -73 | 1.7 | -5 | 1 | 0.79 | 1
Cc1c(C(=O)O)[nH]c2c1C(=O)CC(c1ccc(C(C)(C)C)cc1)C2 (stereo not given) | -31 | 11 | 5 | 0.95 | 5 | 5 | 0.89 | -2
COc1ccc(C(=O)Nc2ccc(C(=O)OCC(=O)c3cccc4ccccc34)cc2)cc1 | -1 | 6 | -3 | 1 | 16 | -10 | 0.94 | -1
O=C(Nc1nc2ccccc2[nH]1)c1ccc(Cl)c([N+](=O)[O-])c1 | 7 | 11 | -50 | 1.5 | -3 | 9 | 0.89 | -4
Cc1cc(CNC(=O)CC2C(=O)NCCN2Cc2ccc(-c3ccccc3)cc2)nn1C (stereo not given) | -2 | -3 | 12 | 0.88 | 0 | -11 | 1 | 3
Cn1c(N)c(C(=O)COC(=O)/C=C/c2ccc(Cl)c(Cl)c2)c(=O)n(C)c1=O | 15 | 5 | -10 | 1.1 | -1 | -6 | 0.95 | 1
COc1ccc(C)cc1S(=O)(=O)NC1CCCCC1C (stereo not given) | -3 | 5 | -9 | 1.1 | -5 | -4 | 0.95 | -1
C=C(C)COc1ccc(-c2[nH]ncc2-c2ccccc2OC)c(O)c1 | 12 | -4 | -3 | 1 | -2 | 2 | 1 | -2
COC(=O)C(O)(NC(=O)OCc1ccccc1)C(F)(F)F (stereo not given) | -10 | -12 | -11 | 1.1 | -10 | -1 | 1.1 | 3
CC(C)c1nnc(NC(=O)CCC(=O)N2CCN(c3ccccc3F)CC2)s1 | 3 | 7 | -7 | 1.1 | -2 | -8 | 0.93 | -6
Cc1cccc(OCC(=O)Nc2ccccc2N2CCN(C)CC2)c1 | 0 | -1 | 13 | 0.87 | -7 | -1 | 1 | -1
O=C(O)c1cccc(NS(=O)(=O)c2ccc3c(c2)C(=O)c2ccccc2C3=O)c1 | -59 | -3 | -2 | 1 | 22 | 4 | 1 | -8

The listing continues:
SMILES | PfGluPho inh | mIAP inh | hIAP inh | hIAP act | HKDC1 inhibitor | ATG4B inhibitor | mIAP activ | APOBEC3A inh
O=C(COC(=O)c1ccncc1)Nc1cc(S(=O)(=O)N2CCOCC2)ccc1Cl | -12 | 2 | 7 | 0.93 | 0 | -28 | 0.98 | -1
O=c1c2ccccc2nnn1CSc1nnc(-c2cccs2)n1Cc1ccccc1 | -14 | -3 | 7 | 0.93 | 8 | 7 | 1 | -4
CCOc1ccc(NC(=O)CSc2nc3c(c(=O)n2C)SC(C)C3)cc1 (stereo not given) | 1 | -4 | -22 | 1.2 | 3 | -16 | 1 | -6
COc1ccc(NC(=O)CN2CCC(NC(=O)c3ccco3)CC2)c([N+](=O)[O-])c1 | 2 | -4 | 20 | 0.8 | 5 | -6 | 1 | 0
CCOc1ccccc1-n1c(SCC(N)=O)nnc1-c1cccnc1 | 8 | -5 | -7 | 1.1 | 2 | 4 | 1 | 3
NC(=O)c1cc(N)ccc1N1CCCCC1 | -10 | -4 | -7 | 1.1 | -9 | -2 | 1 | -4
Cc1ccc(S(=O)(=O)N(C)c2ccc(C(=O)Nc3ccc(C)cn3)cc2)cc1 | 42 | 2 | -4 | 1 | 3 | 1 | 0.98 | 2
O=C(CSc1ccc(-c2ccccc2)nn1)NC1CCCCC1 | 17 | -1 | -7 | 1.1 | -1 | -1 | 1 | 1
Clc1ccc2oc(-c3ccccc3)nc2c1 | 18 | 10 | 6 | 0.94 | -1 | -5 | 0.9 | 1
CCN(CC(=O)NCc1ccc(F)cc1)Cc1nc2cc(Cl)ccc2c(=O)[nH]1 | -3 | -2 | -48 | 1.5 | -4 | -18 | 1 | -3
O=C(NCc1ccccc1)C1CCCN(c2cnccn2)C1 (stereo not given) | -6 | 7 | 23 | 0.77 | -7 | 0 | 0.93 | -1
Cc1cc(NS(=O)(=O)c2ccc(OCCNS(C)(=O)=O)cc2)no1 | -22 | 0 | 9 | 0.91 | -6 | 1 | 1 | -1
Cc1ccc(C(=O)O)cc1N1CCCC1=O | -6 | 7 | -8 | 1.1 | 9 | -3 | 0.93 | -2
CC(NC(=O)Nc1nnc(C(F)(F)F)s1)N1C(=O)C2C3C=CC(C3)C2C1=O (stereo not given) | 6 | 6 | -4 | 1 | -5 | -15 | 0.94 | 0
CCC(CC)c1nnc(NC(=O)c2ccc(N3CCCC3=O)cc2)s1 | -10 | -2 | -6 | 1.1 | -8 | -4 | 1 | -3
CCC(C)NC(=O)c1c(-c2cc(Cl)c(OC)c(Cl)c2)noc1C (stereo not given) | 14 | -10 | -9 | 1.1 | -3 | -11 | 1.1 | -1
O=C(CCNC(=O)c1ccc(Br)cc1)NCC1CCCO1 (stereo not given) | -2 | 3 | 9 | 0.91 | -4 | -5 | 0.97 | -2
C=CCn1c(SCC(=O)NC2CCCCC2)nnc1-c1ccc(OC)cc1 | -8 | 3 | 8 | 0.92 | -7 | 0 | 0.97 | -8
C=CCNc1nnc(SC2CC(=O)N(c3ccc(OCCC)cc3)C2=O)s1 (stereo not given) | -3 | 3 | 1 | 0.99 | -11 | 0 | 0.97 | -1
COc1cc(C)c2c(c1C=O)Oc1c(c(C)c(O)c3c1C(O)OC3=O)OC2=O (stereo not given) | 2 | 54* | -62 | 1.6 | 31 | 26 | 0.46 | 10
CC(C)(C)n1nnnc1C(c1cc2cc3c(cc2[nH]c1=O)OCO3)N1CCN(c2ccccc2)CC1 (stereo not given) | 4 | 5 | -1 | 1 | -1 | -18 | 0.95 | 0
Cc1scc(C(=O)Nc2ccon2)c1-c1ccccc1 | -10 | 11 | 18 | 0.82 | 3 | 12 | 0.89 | 12
COc1ccc(NC(=O)CSc2nc(N)c(C#N)cc2C#N)cc1 | 4 | 1 | -9 | 1.1 | 7 | -2 | 0.99 | 2
CCOC(=O)c1c(C)nc2c(c1-c1ccccc1)C(=O)c1ccccc1-2 | -4 | 1 | -19 | 1.2 | 2 | 79* | 0.99 | -3
CCOC(=O)N1CCN(C(=O)C(C)N(c2ccc(Oc3ccccc3)cc2)S(C)(=O)=O)CC1 (stereo not given) | -12 | 1 | -13 | 1.1 | -7 | 4 | 0.99 | -11

The listing continues:
SMILES | PfGluPho inh | mIAP inh | hIAP inh | hIAP act | HKDC1 inhibitor | ATG4B inhibitor | mIAP activ | APOBEC3A inh
COc1cccc(OCCCCCN2CCOCC2)c1 | 3 | -4 | 5 | 0.95 | -10 | -1 | 1 | -2
CCOC(=O)C1(CC)NC(c2ccco2)C2C(=O)N(c3ccc(C)cc3)C(=O)C21 (stereo not given) | -14 | -11 | -16 | 1.2 | 2 | -12 | 1.1 | -5
COC(=O)c1ccccc1NC(=O)C1=CC(c2cccs2)=NS(=O)(=O)N1C | -26 | 5 | 12 | 0.88 | 0 | -10 | 0.95 | -2
CC(C)(C)OC(=O)NCCCC[C@H](NC(=O)c1nc[nH]c1C(=O)N1CCN(c2ccccc2)CC1)C(=O)OC(C)(C)C | -1 | -3 | -30 | 1.3 | -4 | -1 | 1 | -3
Cc1oc(=O)c(NC(=O)c2cccc(Cl)c2)cc1C(=O)c1ccccc1 | 14 | 6 | 6 | 0.94 | 4 | 9 | 0.94 | -1
O=C(CN1CCSCC1)N/N=C/c1ccc(F)c(F)c1 | -4 | 10 | -17 | 1.2 | -13 | -7 | 0.9 | 1
Cc1ccc2nc(SC(C)C(=O)NCc3ccc4c(c3)OCO4)[nH]c2c1 (stereo not given) | 19 | 5 | 6 | 0.94 | -5 | -9 | 0.95 | -3
CCOc1ccc(N/C=C/C(=O)c2ccc(OC)c(OC)c2)cc1 | 6 | 10 | 0 | 1 | -5 | -1 | 0.9 | -6
O=C(NNc1c2ccccc2nc2ccccc12)c1cc2ccccc2cc1O | -5 | 31 | 4 | 0.96 | 3 | 19 | 0.69 | 4
Cc1ccc(N(CC(O)CN2CCOCC2)S(=O)(=O)c2ccc3ccccc3c2)cc1 (stereo not given) | -12 | -1 | 6 | 0.94 | 7 | -7 | 1 | -3
O=C(Nn1cnnc1)c1cc2c(s1)CCCCC2 | 9 | -2 | 12 | 0.89 | 6 | -6 | 1 | 8
CC1CCC(C(=O)NC(C(=O)NCCCN2CCOCC2)C(C)C)CC1 (stereo not given) | -5 | 0 | 0 | 1 | 7 | -3 | 1 | 0
COc1cc2c(cc1OC)C(c1ccc3c(c1)OCO3)C1=C(CC(C)(C)CC1=O)N2 (stereo not given) | 3 | -9 | 18 | 0.82 | -4 | 0 | 1.1 | -4
Cc1ccc(-c2cn3cc([N+](=O)[O-])ccc3n2)cc1 | 58 | 9 | 16 | 0.83 | -2 | -2 | 0.91 | -3
COc1ccc(Cn2ccnc2)cc1[N+](=O)[O-] | -2 | -2 | -4 | 1 | -7 | -12 | 1 | -4
CC(=O)Nc1nc(C)c(Oc2ccc(Cl)cc2)c(=O)[nH]1 | -19 | -9 | 2 | 0.98 | 6 | 0 | 1.1 | 1
O=C(NNC(=O)c1ccccc1Br)c1cnccn1 | -4 | 36 | -38 | 1.4 | 0 | 1 | 0.65 | 0

Among those listed so far, these have a cyano group.
SMILES | PfGluPho inh | mIAP inh | hIAP inh | hIAP act | HKDC1 inhibitor | ATG4B inhibitor | mIAP activ | APOBEC3A inh
CSc1nc(N)nc(SC2C=CCCC2)c1C#N (stereo not given) | 6 | 7 | 12 | 0.88 | 3 | -10 | 0.93 | -5
COc1ccc(NC(=O)CSc2nc(N)c(C#N)cc2C#N)cc1 | 4 | 1 | -9 | 1.1 | 7 | -2 | 0.99 | 2

This is a random part of the collection; about 2.4% have a hit in one of these screens.
